SKN-1 inh: blocks SKN-1 activity in C. elegans | C. elegans VP596 Pgst-4::GFP/RFP ratio, acrylamide-induced, 24 h | inhibition, % at 21.8 µM | 0.49% of 360,000 active;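 active means interference check ratio from 0.5 to 1.5 plus GFP to RFP signal ratio inhibition reaching or exceeding a fixed threshold, cut at about 30% in these data, passing the limit was not always enough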; further: some compounds called inactive have numbers as strong as hits
FAS-TE inh: blocks the thioesterase domain of human fatty acid synthase. P49327. recombinant FAS-TE, OMFH fluorogenic substrate, fluorescence endpoint. inhibition, % at 15 µM. 0.67% of 360,000 active. AID 602261;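 active means compounds whose normalised, plate-corrected inhibition of enzyme fluorescence in the single-dose primary screen is 50% or more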;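 further: 0% = DMSO with enzyme and 100% = substrate without enzyme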
MsrA inhibitor: inhibitors of bovine MsrA. inhibition, % at 15.5 µM. purified bovine MsrA, absorbance read-out. 0.75% of 360,000 active. AID 651718; in the data active means inhibition above about 4.5%;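 further: 0% = vehicle wells with enzyme and 100% = reference inhibitor wells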
NRP1-CendR mod: alters CendR peptide binding to human NRP-1; O14786; FAM-RPARPAR peptide binding to NRP-1, fluorescence polarization; inhibition, % at 25 µM; 0.85% of 360,000 active;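 active means inhibition or corrected inhibition above about 18%, plus a signal ratio from 0.5 to 1.5, limit read from the data, passing the limit was not always enough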; further: strong numbers were not always called active
E coli Lon inh: E. coli protease La inhibition | purified E. coli Lon protease, fluorescence polarization | inhibition, % at 7.94 µM | 0.42% of 360,000 active | AID 602123; in the data active means inhibition above about 13%, passing the limit was not always enough;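 further: 0% = enzyme with probe and DMSO and 100% = no enzyme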
Target sequence (P0A9M0 whole entry, looked up): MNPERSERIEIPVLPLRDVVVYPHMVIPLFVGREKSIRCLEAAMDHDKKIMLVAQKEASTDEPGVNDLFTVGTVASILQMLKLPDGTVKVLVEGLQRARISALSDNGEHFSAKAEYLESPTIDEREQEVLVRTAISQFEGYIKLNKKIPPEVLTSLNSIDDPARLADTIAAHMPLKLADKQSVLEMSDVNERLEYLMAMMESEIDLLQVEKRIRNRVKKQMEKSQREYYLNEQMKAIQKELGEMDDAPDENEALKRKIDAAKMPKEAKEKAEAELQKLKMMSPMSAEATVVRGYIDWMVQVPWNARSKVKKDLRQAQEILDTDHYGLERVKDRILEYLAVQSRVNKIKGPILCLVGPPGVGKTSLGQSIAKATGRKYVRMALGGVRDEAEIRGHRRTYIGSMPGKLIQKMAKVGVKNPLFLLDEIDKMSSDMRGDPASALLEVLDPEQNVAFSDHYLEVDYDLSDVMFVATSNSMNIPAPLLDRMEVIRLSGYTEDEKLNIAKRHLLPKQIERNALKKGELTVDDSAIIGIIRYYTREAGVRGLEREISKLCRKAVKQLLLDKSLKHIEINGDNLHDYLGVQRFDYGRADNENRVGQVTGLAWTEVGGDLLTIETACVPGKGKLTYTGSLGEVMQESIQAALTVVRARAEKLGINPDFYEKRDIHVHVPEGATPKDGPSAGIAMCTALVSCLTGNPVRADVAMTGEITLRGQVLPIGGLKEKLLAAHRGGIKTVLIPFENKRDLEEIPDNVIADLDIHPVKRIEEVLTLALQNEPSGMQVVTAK
Rin1-Abl PPI inh: blocks binding of human Rin1 to Abl; P00519+Q13671; TR-FRET Rin1/Abl binding, biochemical; inhibition, % at 7.35 µM; 0.4% of 360,000 active; AID 588664; in the data active means inhibition above about 5%, passing the limit was not always enough
MT1-MMP act inh: inhibitors of human MT1-MMP activation. P50281. GFP/RFP ratio change, % at 20 µM. HT1080 RFP-PRO-GFP cells, GFP/RFP ratio fluorescence, overnight; percent of plate control window, DMSO zero. 0.061% of 360,000 active. AID 651647;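 active means GFP/RFP ratio change of at least 30% with cell ATP level not reduced by more than half and red fluorescence within 50% of control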; further: strong numbers were not always called active
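Assay system: HT1080 cells carrying an RFP-PRO-GFP reporter | Dosing: Single dose of 20 µM compound, 1% DMSO final | Incubation: Cells overnight before dosing, compound overnight, 37 °C, 5% CO2 | Evaluation: GFP/RFP fluorescence ratio | Control set: DMSO and RFP-L50D-GFP cell wells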
Neddyl block: cullin neddylation inhibition; AID 651699; TR-FRET cullin neddylation, biochemical; P61081+Q13564; calls only at 25 µM; 0.58% of 360,000 active; in the data active means inhibition above about 36%
MsrA act: activators of bovine methionine sulfoxide reductase A | activation, % at 10.6 µM | 0.3% of 360,000 active | AID 602163 | purified bovine MsrA, absorbance read-out; in the data active means activation above about 7.5%;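 further: 0% = vehicle and 100% = reference activator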
* = called active by the depositor; i = inactive; / = not tested or not shown; & = joins results of further samples. Rows were taken by chance; any-hit rate near 4.2%.

The opening two entries, ahead of the listing:
cpd	mol	Neddyl block	MsrA inhibitor	MsrA act	SKN-1 inh	Rin1-Abl PPI inh	FAS-TE inh	E coli Lon inh	MT1-MMP act inh	NRP1-CendR mod
1	COCCNC(=O)C1(C)CCCN(C(=O)c2ccccc2C(F)(F)F)C1 (configuration not stated)	i	-0.6	-3.9	16.6	-1.5	-7.9	-12.6	4.8	-2.8
2	O=C(N/N=C/c1coc2ccccc2c1=O)c1cccc([N+](=O)[O-])c1	i	0.0	-1.4	9.8	-1.1	19.2	-4.3	-4.2	-9.7

All compounds of this part, from the start:
cpd	mol	Neddyl block	MsrA inhibitor	MsrA act	SKN-1 inh	Rin1-Abl PPI inh	FAS-TE inh	E coli Lon inh	MT1-MMP act inh	NRP1-CendR mod
1	COCCNC(=O)C1(C)CCCN(C(=O)c2ccccc2C(F)(F)F)C1 (configuration not stated)	i	-0.6	-3.9	16.6	-1.5	-7.9	-12.6	4.8	-2.8
2	O=C(N/N=C/c1coc2ccccc2c1=O)c1cccc([N+](=O)[O-])c1	i	0.0	-1.4	9.8	-1.1	19.2	-4.3	-4.2	-9.7
3	c1ccc(OCCNc2nc(NCC3CC3)nc3ccsc23)cc1	i	-1.0	-0.2	12.4	-2.9	2.7	-5.7	0.0	7.1
4	CS(=O)(=O)N(CC(=O)NC1CCCCC1)Cc1ccc(F)cc1	i	1.3	-1.4	13.6	1.2	-0.7	8.9	/	0.0
5	Nc1cc(=O)[nH]c(SCC(=O)Nc2cccc(Cl)c2)n1	i	-1.1	-15.1	-16.6	0.5	-9.3	-3.2	1.1	8.2
6	Cc1cccc2nc(-c3ccco3)c(Nc3ccc4c(c3)OCCO4)n12	/	1.8	-5.3	-1.6	-1.2	1.0	0.4	1.3	-9.7
7	C=CCOc1ccc(Cl)cc1C(=O)O	i	0.2	-11.8	-11.4	2.1	-10.4	2.7	-4.3	1.5
8	Cc1ccc(C)c(N2CCN(C(=O)CSc3ccsc3[N+](=O)[O-])CC2)c1	i	-0.6	-0.1	11.5	-2.9	15.0	-9.8	5.2	-2.3
9	Cc1ccc(C)c(-c2nnc(NC(=O)c3ccc([N+](=O)[O-])o3)o2)c1	i	-1.4	-2.2	20.4	-0.3	11.1	-6.6	1.0	13.3
10	CCc1cccc2c(C(=O)CSc3nnc(-c4ccoc4C)n3C)c[nH]c12	i	0.8	-0.4	10.5	-1.9	-1.0	2.2	-2.8	-7.5
11	CCOc1ccc(CN2CCNC(=O)C2CC(=O)NCCCC2CCCC2)cc1 (configuration not stated)	i	-1.3	-1.4	7.0	-2.1	15.4	4.0	-3.7	6.3
12	COc1cc(/C=N/N(C)C2=NS(=O)(=O)c3ccccc32)cc(OC)c1OC	/	1.9	-1.4	20.6	-2.7	5.6	6.0	0.0	4.3
13	CCc1cc(CNC(=O)c2ccc(OC3CCN(C(C)=O)CC3)c(OC)c2)on1	i	0.5	5.5	8.8	2.2	-5.7	-8.6	3.3	10.5
14	Cc1csc(NC(=O)CCC(=O)N(CC(=O)NC2CCCCC2)c2ccccc2)n1	i	-1.4	2.5	9.3	-0.5	-0.7	-9.5	-3.4	5.7
15	COc1cc(/C=C/C(=O)Oc2coc(CSc3ncccn3)cc2=O)cc(OC)c1OC	i	-0.2	-6.0	-2.3	-4.0	-3.3	10.3	3.7	1.8
16	CC(OC(=O)c1cc(=O)[nH]c2ccccc12)C(=O)Nc1ccccc1F (configuration not stated)	i	1.7	-5.6	-4.6	-1.5	-3.4	-3.9	3.2	9.0
17	CCOc1cc(NC(=S)NC)c(OCC)cc1NC(=O)c1ccc(OC)cc1	i	1.6	-0.5	1.3	-0.4	1.0	2.4	-2.9	20.6*
18	COc1ccc2c(C=Nc3c(C)n(C)n(-c4ccccc4)c3=O)c(O)n(Cc3ccco3)c(=O)c2c1	i	0.0&0.1	3.3&0.3	13.5&3.9	-4.5&-4.3	26.2&48.1	-10.8&-8.9	-8.3&-32.4	47.8&13.5
19	Cc1nc(-c2ccccc2)nc2n[nH]c(N)c12	i	-0.9	-2.8	-3.6	-0.8	-2.5	3.2	0.2	2.9
20	COc1ccc(-n2nc(C(=O)NCC(=O)N3CCN(c4ccccc4F)CC3)c3ccccc3c2=O)cc1	i	-1.3	2.5	1.5	2.3	22.9	-5.8	-1.2	13.9
21	CCCCn1c(SCC(=O)NCc2ccco2)nc2c(sc3ccccc32)c1=O	i	0.7	-1.1	3.4	-5.6	-3.5	7.7	2.8	-2.7
22	COc1ccc(S(=O)(=O)Nc2ccc3c(c2)[C@H]2C[C@H](CC(=O)NCC4CC4)O[C@@H](CO)[C@H]2O3)cc1	i	-1.0	-1.5	-4.4	-1.8	0.7	-7.3	5.7	5.4
23	O=C(Cc1ccc(Cl)cc1)Nc1ccc(C(=O)N2CCCCC2)cc1	i	-0.1	0.1	18.7	1.7	-3.6	-5.5	2.3	1.8
24	CCNC(=O)COc1ccc(C=O)cc1OC	i	1.2	-0.2	13.5	4.1	-12.2	-5.0	-1.9	0.5
25	O=C(Cc1ccccc1[N+](=O)[O-])Nc1nccs1	i	2.0	-3.3	2.1	-1.6	-5.5	4.6	-1.9	-20.8
26	CCCCCCn1cnc2c(c1=O)c1nc3ccccc3nc1n2/N=C/c1ccco1	i	-0.7	-2.2	14.1	-2.0	19.6	0.5	6.6	-2.1
27	Cc1ccc(S(=O)(=O)N2CCN(c3ncnc4ccccc34)CC2)cc1	i	-0.9	-1.6	-13.9	0.5	18.6	2.0	-5.9	16.7
28	Cc1occc1-c1nnc(SCC(=O)Nc2nc(-c3ccccc3)cs2)o1	i	2.6	-1.4	0.7	-4.7	-0.8	-6.3	2.7	-8.1
29	CCC(Sc1nc2c(c(=O)[nH]1)CCC2)C(=O)Nc1cccc(OC)c1 (configuration not stated)	i	0.2	-6.5	3.0	1.1	-5.1	-3.1	0.3	0.3
30	Cc1ccc(S(=O)(=O)c2c(C)nn(C(C)(C)C)c2OC(=O)C(C)C)cc1	i	-1.0	-0.1	4.8	2.1	17.9	8.9	-1.9	-1.7
31	CCC1=Nc2cc(C(=O)N3CCCCC3)ccc2Sc2ccc(C)cc21	i	-0.1	-3.5	5.5	0.3	9.7	3.0	-3.4	6.1
32	CCCN(C(=O)COC(=O)CCOc1ccccc1)c1c(N)n(Cc2ccccc2)c(=O)[nH]c1=O	i	-1.3	-2.2	4.6	-0.7	-6.6	-13.0	2.5	-16.3
33	COc1ccc(-c2nc(CCNC(=O)c3ccc(Br)o3)cs2)cc1	i	0.2	1.1	2.1	-1.1	10.6	-13.3	-2.9	-2.5
34	COC(=O)c1ccc(CSc2nnc(Nc3ccc(C)cc3)s2)o1	i	-0.2	0.8	5.8	-0.6	5.5	-2.5	1.6	-3.9
35	COC(=O)c1ccccc1NC(=S)NC(=O)c1ccccc1C	i	2.7	0.9	-6.5	0.3	7.4	-6.9	-5.2	5.7
36	CC1(C)NC(=O)N(CC(O)CN(c2ccccc2)S(=O)(=O)c2ccccc2[N+](=O)[O-])C1=O (configuration not stated)	i	-0.2	-1.1	12.5	1.2	-2.3	5.9	-2.5	-1.4
37	CCCc1[nH]nc2c1C(c1cccc(OC(=O)c3ccco3)c1)C(C#N)=C(N)O2 (configuration not stated)	i	0.0	-1.4	2.3	1.3	0.7	-4.9	9.2	3.1
38	COc1ccc(-n2nc(C(=O)NCC(=O)NCc3ccc(F)cc3)c3ccccc3c2=O)cc1OC	i	-0.2	-0.8	11.8	-6.8	-2.2	10.6	-17.8	-17.4
39	CCOCCn1c(=NC(=O)c2ccc(S(=O)(=O)N3CCOCC3)cc2)sc2cc(S(N)(=O)=O)ccc21	i	3.9	-5.5	17.0	-1.8	6.7	-16.2	3.2	-5.2
40	Fc1ccccc1NC(=S)NCc1ccc2c(c1)OCO2	i	1.8	-2.2	1.5	-1.5	-9.0	-3.9	1.8	7.2
41	COc1ccccc1CN1CCCC(CNC(=O)c2cccc3ccccc23)C1 (configuration not stated)	i	1.4	-1.2	-2.4	-0.8	-4.4	-2.2	-0.7	3.5
42	CCOC(=O)C(=CNc1ccc(Oc2cccnc2)nc1)C(=O)OCC	i	2.4	-2.9	-15.2	-2.6	-5.4	2.4	-3.0	-2.4
43	COc1ccccc1NC(=O)C1=C(C)NC2=C(C(=O)CCC2)C1c1ccc(C)o1 (configuration not stated)	i	0.7	-2.1	-0.1	1.7	-0.5	-4.8	1.6	0.4
44	Cc1cccc(N(C(=O)c2csnn2)C(C(=O)NC2CCCCC2)c2ccncc2)c1 (configuration not stated)	i	0.4	0.0	8.4	0.2	-0.2	-8.8	-3.0	13.0
45	O=C(N/N=C/c1ccncc1)c1ccc(NC(=O)c2ccc(Cl)cc2)cc1	i	0.9	-2.4	12.7	2.2	-10.3	-2.3	3.8	-21.2
46	NC(=O)C1CCN(C(=O)CCc2nc3ccccc3c(=O)[nH]2)CC1	i	-0.3	-2.6	-0.2	0.0	-5.3	-7.8	6.0	-5.7
47	O=C(NCCN1CCNC1=O)c1ccc2sc([C@H]3C[C@H](O)[C@@H](CO)O3)nc2c1	i	-1.3	0.8	5.1	-1.1	-6.4	6.6	-0.3	-2.1
48	Cc1ccc2nc(SCC(=O)NCc3ccccc3)nc(=O)n2c1	i	2.4	-1.3	8.5	-0.7	-6.6	-4.7	2.0	2.9
49	CC(C)c1ccc(NC(=O)c2ccc(NS(C)(=O)=O)cc2)cc1	i	-0.6	-1.3	-0.7	0.1	0.3	-4.9	2.0	7.0
50	Cc1cc(CNC(=O)COc2ccccc2F)c2ccccc2n1	i	-0.2	-5.3	7.4	2.8	-9.4	2.0	2.1	8.8
51	Cc1nc(C)c(-c2ccc(SCC(=O)Nc3ccccc3)nn2)s1	i	-0.1	-3.2	6.4	-5.1	1.2	-12.0	-2.9	0.3
52	COc1ccc2[nH]cc(CCNC(=O)COc3cc(C)cc4oc(=O)cc(C)c34)c2c1	i	1.6	-1.8	14.0	-2.2	1.4	-10.5	-1.4	-12.4
53	CN(C)C(CNS(=O)(=O)c1ccc(Br)cc1)c1cccnc1 (configuration not stated)	i	1.5	-5.8	-10.5	-0.6	-4.2	-7.2	1.9	-4.4
54	O=C(c1cc(C(=O)NCCc2ccccc2)c(=O)n(CCc2ccccc2)c1)c1cc(Cl)ccc1O	i	0.1	-4.9	9.0	0.4	28.0	-0.2	-17.6	-1.5
55	O=C(COC(=O)c1cc(S(=O)(=O)N2CCCCC2)ccc1Cl)NC1CCS(=O)(=O)C1 (configuration not stated)	i	-0.6	2.3	4.4	2.3	-5.1	-16.0	-1.6	-0.6
56	O=C(O)Cn1cc(/C=c2/sc3nc4ccccc4n3c2=O)c2ccccc21	i	0.0	0.3	10.3	0.7	-6.9	-19.3	-16.9	-87.2
57	Cc1ccc(C)c(OCC(O)CN2CCCCC2C)c1 (configuration not stated)	i	-0.1	-2.9	14.5	-1.7	-8.4	0.1	3.8	1.4
58	COc1ccc(C(=O)N/N=C/c2cc(Br)ccc2O)cc1OC	i	4.2	-1.4	4.1	-2.3	18.7	6.3	6.4	-2.8
59	COC(=O)Nc1nn(Cc2ccccc2F)cc1Br	i	-0.5	-6.1	8.4	1.9	-7.4	-10.7	3.3	-2.9
60	Cc1ccc(C)c(NC(=O)CN(C)C(=O)c2ccccc2OCc2c(C)noc2C)c1	i	-0.4	-2.6	6.3	4.4	-3.8	-6.7	4.7	-2.3
61	COc1ccc(OCc2nnc(SCC(N)=O)n2-c2ccccc2OC)cc1	i	-2.1	-2.3	8.1	-0.9	-8.8	-6.7	0.8	-0.1
62	O=C(O)c1cccc(-c2nc3ccccc3[nH]2)c1	/	0.8	-15.0	10.6	-1.8	-11.5	-2.9	-0.1	2.9
63	O=C(NCc1ccccc1)c1ccc(NS(=O)(=O)c2cccs2)cc1	i	0.7	-5.2	8.6	3.4	-1.0	-5.4	6.0	-4.4

Bioassay records (PubChem)
